N-glyco inh: increase of ERlucT glycosylation luciferase signal, primary screen, N-linked glycosylation inhibitor project, D54 ERlucT cells, luminescence, set 2; D54 ERlucT glycosylation luciferase reporter, 24 h; percent of 100 nM tunicamycin response; reporter increase, % at 12.5 µM; actives 0.23% (n = 360,000); AID 588692, 2011;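 active = mean luciferase reporter signal, scaled so untreated is 0 and the glycosylation-blocking control 100, at or above a set limit in every replicate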;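 also: luciferase carries N-glycosylation sites so blocking glycosylation raises the light; 0% = median of neutral control wells and 100% = median of 100 nM tunicamycin wells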
MC4R barr agon: MC4R agonists recruiting beta-arrestin, primary screen, cell-based, luminescence, agonist arm of biased-ligand search; Melanocortin receptor 4 (Homo sapiens), P32245; U2OS MC4R beta-arrestin complementation; percent of melanotan II response, DMSO zero; activation, % at 8.9 µM; actives 0.98% (n = 360,000); AID 540308, 2011;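 active = activation above a per-plate cutoff, the mean activation of sample wells on that plate plus 3 SD, cut at about 8% in these data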
Granule exo inh: LAMP-1 surface exposure blockers, TALL-104 cells – cell-based, flow cytometry, MLPCN library, primary screen. inhibition, % at 10 µM. AID 651702, 2012. TALL-104 LAMP-1 surface exposure; cells stimulated with thapsigargin and PMA. actives 0.66% (n = 360,000);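 active = inhibition above about 55%, limit read from the data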
ABHD5 PLIN5 PPI: ABHD5-PLIN5 interaction inhibitors, primary screen, cell lysate, split luciferase complementation, luminescence; Perilipin-5 (Homo sapiens) + 1-acylglycerol-3-phosphate O-acyltransferase ABHD5 (Homo …; Split G. princeps luciferase complementation, 4 h; inhibition, % at 4 µM; actives 0.78% (n = 360,000);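 active = inhibition above the mean inhibition across every tested compound plus 3 SD, cut at about 22% in these data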;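 also: 0% = DMSO only wells and the 100% control is not disclosed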
Target sequence (Q00G26 whole entry, looked up): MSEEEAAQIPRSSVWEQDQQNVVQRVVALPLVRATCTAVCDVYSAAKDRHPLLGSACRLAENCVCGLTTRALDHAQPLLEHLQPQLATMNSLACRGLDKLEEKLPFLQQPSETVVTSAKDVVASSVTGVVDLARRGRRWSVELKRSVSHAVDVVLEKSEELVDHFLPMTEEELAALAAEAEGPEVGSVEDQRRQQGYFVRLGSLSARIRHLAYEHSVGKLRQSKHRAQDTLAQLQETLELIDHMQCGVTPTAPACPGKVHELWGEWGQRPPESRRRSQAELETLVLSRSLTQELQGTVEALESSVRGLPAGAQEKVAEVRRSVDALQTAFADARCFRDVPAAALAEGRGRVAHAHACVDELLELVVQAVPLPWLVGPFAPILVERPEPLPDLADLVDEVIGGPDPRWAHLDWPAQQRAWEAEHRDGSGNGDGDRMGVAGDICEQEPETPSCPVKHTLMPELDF
Target sequence (Q8WTS1 whole entry, looked up): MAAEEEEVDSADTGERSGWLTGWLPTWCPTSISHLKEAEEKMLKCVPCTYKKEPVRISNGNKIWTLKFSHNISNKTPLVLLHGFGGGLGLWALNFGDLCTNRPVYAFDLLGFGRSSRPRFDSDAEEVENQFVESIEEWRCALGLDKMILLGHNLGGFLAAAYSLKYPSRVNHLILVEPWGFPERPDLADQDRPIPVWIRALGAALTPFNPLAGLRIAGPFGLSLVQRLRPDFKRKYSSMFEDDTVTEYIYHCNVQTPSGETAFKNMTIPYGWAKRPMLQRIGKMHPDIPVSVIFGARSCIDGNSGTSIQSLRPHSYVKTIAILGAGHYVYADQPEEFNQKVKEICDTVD
ABCB6 inh 2: ABCB6 transporter inhibitors, primary screen, K562-ABCB6 cells, flow cytometry, MLPCN library; AID 602162, 2011; ATP-binding cassette sub-family B member 6 (Homo sapiens), Q9NP58; K562-ABCB6 porphyrin accumulation, 1 h; active compounds read low; fluorescence ratio to DMSO, % at 10 µM; actives 0.19% (n = 360,000);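 active = fluorescence ratio to DMSO below 75%, the collection mean minus 3 SD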;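 also: signal is porphyrin accumulated inside mitochondria; 100% equals median channel fluorescence of DMSO control wells; lower ratio means ABCB6 inhibition with less porphyrin fluorescence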
HTR2A ag: mouse Htr2a agonists via beta-arrestin recruitment, primary screen, cell-based, luminescence | activation, % at 7.6 µM | actives 0.66% (n = 360,000) | CHO-K1 mHTR2A beta-arrestin complementation; percent of 30 µM serotonin response | 5-hydroxytryptamine receptor 2A (Mus musculus), P35363 | AID 624169, 2012;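 active = activation above a run cutoff, the mean activation of all tested compounds plus 3 SD, cut at about 14% in these data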;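 also: 0% = plate median of compound wells and 100% = 30 µM serotonin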
MC4R antagonist: MC4R antagonists of cAMP signaling, primary screen, cell-based, TR-FRET, antagonist arm of biased-ligand search; inhibition, % at 6.5 µM; MC4R-expressing cells, MTII-stimulated cAMP, LANCE TR-FRET; actives 0.48% (n = 360,000); Melanocortin receptor 4 (Homo sapiens), P32245;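 active = inhibition above its plate's cutoff, the mean of tested wells on that plate plus 3 SD, cut at about 29% in these data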;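 also: 0% = Melanotan II alone and 100% = Melanotan II plus saturating MCL0020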
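System: U2OS cells stably expressing human melanocortin 4 receptor (MC4R). Reagent: Melanotan II challenge after compound preincubation. Doses: 6.5 µM. Times: 30-min compound, 1-h challenge, 1-h detection, room temperature. Measured by: TR-FRET with Eu-cAMP and labeled anti-cAMP, 671 nm. Replicates: singlicate.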
CaV13 ICDI inh: Disruptors of the CACNA1D IQ motif to Ca2+-dependent inactivation inhibitor domain association, primary screening, Förster resonance energy transfer in intact living …. HEK cells, CFP/YFP FRET ICDI-IQ, plate reader, 10 min; percent FRET-ratio fall versus neutral wells. AID 743397. actives 0.098% (n = 340,000). inhibition, % at 12.3 µM;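 active = mean replicate inhibition of at least 30% and at least 1% of replicates passing that level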;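 also: 0% = median of the neutral control wells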
PDI turbidity: inhibitors of human PDI, primary screen, biochemical, turbidity, single point, plate reader | inhibition, % at 10 µM | PDI insulin aggregation turbidity, A650, 90 min | actives 0.052% (n = 350,000);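 active = mean inhibition across replicates of 30% or more, whatever share of single replicates reach that level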;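 also: absorbance from insulin aggregation driven by PDI reduction with DTT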
H9c2 protect: cardioprotection against H2O2-induced cell death, primary screen, uHTS, H9c2 cells, ATPLite luminescence; protection from H2O2 cell death, % at 20 µM; H9c2 cardiomyocytes, H2O2 injury protection, 2 h; actives 0.63% (n = 360,000);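 active = compounds giving at least 50% protection of heart cells from peroxide-induced death in the single-dose screen, raw or plate-pattern-corrected value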;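 also: 0% = DMSO wells with peroxide and 100% = DMSO wells without peroxide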
* hit, by the source's call; x = not tested or not shown.

Structure,MC4R barr agon,PDI turbidity,H9c2 protect,CaV13 ICDI inh,N-glyco inh,HTR2A ag,ABHD5 PLIN5 PPI,MC4R antagonist,ABCB6 inh 2,Granule exo inh
Cc1ccc(NC(=S)N(CCN(C)C)C(C)c2ccco2)cc1Cl (configuration not stated),0.0,-1,-14,2,-2,-4,-9,7,98,15
COC(=O)c1cc(S(=O)(=O)Nc2ccc(C)c(F)c2)c[nH]1,-1.1,3,-2,-4,0,1,-7,-8,101,5
Cc1cccc(OCCOCCSc2ncccn2)c1,-1.9,-17,-2,-7,0,-7,-4,3,104,0
Cc1onc(-c2ccccc2Cl)c1C(=O)Nc1cc(=O)n(C)c(=O)n1C,-1.1,-19,1,-1,0,-4,-7,-5,99,3
CC1CCN(Cc2nnnn2CCCC(=O)NCCN2CCOCC2)CC1,-1.8,-4,3,-6,1,2,-4,-3,94,1
O=C(CSc1nccn1Cc1ccco1)Nc1ccccc1C(F)(F)F,-4.2,-3,2,-6,-3,2,-3,-2,101,-1
COc1ccc(-c2nnc(SCC(=O)N3CCCC(C)C3)o2)c(OC)c1 (configuration not stated),0.3,9,2,-8,-1,2,-3,1,89,1
COC(=O)c1ccc(CSc2cc(C)c3cc(C)cc(C)c3n2)o1,-1.0,-1,-7,-7,2,0,3,9,100,-6
Cc1ccc(NC(=O)c2cccc3c2-c2ccccc2C3=O)cc1C,-0.4,2,0,-5,3,0,-4,15,98,4
COc1ccc([N+](=O)[O-])cc1NC(=O)Nc1ccc(OC)c(OC)c1,-1.6,1,16,-4,1,2,7,-9,98,0
O=c1c2ccccc2nc(CSc2nnnn2-c2ccccc2)n1-c1cccc(C(F)(F)F)c1,5.0,5,5,x,-1,4,2,-1,91,-2
CC(C)n1c(N2CCN(C(=O)N3CCCCC3)CC2)nc2ccccc21,-1.0,-3,-5,-3,0,-1,-2,7,101,-5

Additional records follow.
Structure,MC4R barr agon,PDI turbidity,H9c2 protect,CaV13 ICDI inh,N-glyco inh,HTR2A ag,ABHD5 PLIN5 PPI,MC4R antagonist,ABCB6 inh 2,Granule exo inh
O=C(CCCCCCCC(=O)N1CCCCCC1)N1CCCCCC1,-2.2,8,-3,-6,0,7,2,-1,107,5
C/C(=N\NS(=O)(=O)c1ccc([N+](=O)[O-])cc1)c1c[nH]c2ccccc12,-1.4,3,-2,-4,0,5,-2,8,98,-18
COc1ccc(OCC(=O)Nc2nnc(-c3ccco3)s2)cc1,-1.0,-7,3,-4,0,0,3,3,93,-4
O=C(O)C1Nc2ccc(C(F)(F)F)cc2C2OCCC12 (configuration not stated),1.9,-1,10,-5,4,-6,-3,4,100,-7
CC[C@H](C)[C@H]1CNC(=S)N1CC1CCN(CC)CC1,1.1,11,10,-9,2,0,2,-8,94,-5
Nc1cc(N)nc(SCC(=O)N2CCN(S(=O)(=O)c3ccccc3)CC2)n1,-2.8,-2,2,-2,1,1,-3,9,98,-2
Cc1ccc(CNC(=O)C2CCC(CNc3c(N4CCOCC4)c(=O)c3=O)CC2)cc1 (configuration not stated),0.4,-1,9,-8,0,-2,1,8,97,-8
Cc1cc(=O)cc(C)n1-c1ccc(O)cc1,-1.8,3,12,-15,0,5,-5,1,96,-2
Cc1nn(C)cc1CN(C)C(=O)CCc1nnc(CCC2CCCCC2)o1,0.1,9,-8,-16,1,0,-1,11,92,-3
CC(=O)Nc1ccccc1NC(=O)C/C(C)=N/NC(=O)c1ccncc1,-1.0,-16,6,-14,1,-1,4,0,92,3
CC(C)(C)C1CCC(CN2CCC(CN3C(=O)C(=O)NC[C@@H]3Cc3ccccc3)CC2)CC1 (some centres not stated),-0.7,6,14,-4,2,-6,0,-1,103,1
Cc1ccc(S(=O)(=O)NC(CC(=O)OCc2ccccc2)C(=O)OCc2ccccc2)cc1 (configuration not stated),5.7,12,-6,-5,-1,2,-3,17,94,9

Carrying on:
Structure,MC4R barr agon,PDI turbidity,H9c2 protect,CaV13 ICDI inh,N-glyco inh,HTR2A ag,ABHD5 PLIN5 PPI,MC4R antagonist,ABCB6 inh 2,Granule exo inh
CCC(c1nc2ccccc2[nH]1)n1c(=O)c(-c2ccccc2)nc2ccccc21 (configuration not stated),x,x,x,-8,x,-8,2,x,x,3
COc1ccc2c(c1)C(=O)N(CCc1ccc(S(=O)(=O)NC(=O)NC3CCCCC3)cc1)C(=O)C2(C)C,-3.3,-5,0,x,0,-2,4,-6,99,-3
CCCC(=O)N(Cc1cc2cc(OC)ccc2[nH]c1=O)c1ccc(OC)cc1,-0.1,2,8,-5,0,2,7,9,98,7
O=C1Nc2ccc([N+](=O)[O-])cc2OC1CCN1CCN(Cc2ccccc2)CC1 (configuration not stated),-1.4,-4,-6,-27,-1,-5,-3,-2,97,2
O=C1NC(Cc2ccccc2)C(=O)N1Cc1cc([N+](=O)[O-])cc2c1OCOC2 (configuration not stated),-0.4,-1,21,5,-1,1,-2,17,97,-1
COc1cccc(S(=O)(=O)NCC(=O)N2CCCC2)c1,-0.9,-27,-4,-7,2,9,-3,-5,97,-12
Cc1nn(-c2ccccc2)c(Cl)c1CN(C(=O)CCl)c1ccc(Cl)cc1,11*,-6,-10,-16,17,-3,12,40*,100,9
CO/N=C(\C(=O)N[C@@H]1C(=O)N2C(C(=O)O)=C(COC(N)=O)CS[C@H]12)c1ccco1,-1.1,-22,20,-6,0,15*,-1,-4,105,14
O=S(=O)(c1ccccc1)c1nnn2c1nc(NC1CCN(Cc3ccccc3)CC1)c1ccccc12,-3.5,-4,-11,-15,-9,-11,-1,9,112,27
C=CCn1c(SCC(=O)Nc2ccc3c(c2)OCO3)nnc1-c1cc(Br)ccc1O,0.4,-2,-4,x,-3,-1,3,11,93,2
CNc1ccc(-c2cccc(C#N)c2)cn1,0.3,-7,-8,-5,1,-4,5,-8,97,-8
CCOC(=O)N=Nc1c2ccccc2c2nc3no[nH]c3nc12,1.1,-5,-21,-7,-17,-1,-10,-32,105,26

The list continues:
Structure,MC4R barr agon,PDI turbidity,H9c2 protect,CaV13 ICDI inh,N-glyco inh,HTR2A ag,ABHD5 PLIN5 PPI,MC4R antagonist,ABCB6 inh 2,Granule exo inh
CN1CCN(S(=O)(=O)c2ccc(NC(=O)c3csc4ccccc34)cc2)CC1,0.6,5,6,-7,0,-6,8,-13,94,15
Cc1c(NC(=O)Nc2ccccc2Cl)sc(=S)n1C,-1.8,-5,-1,-6,-1,-4,0,1,97,3
COCCNC(=O)c1csc(Nc2cccc3ccccc23)n1,0.0,5,-1,-5,2,-3,-5,14,97,-3
CCCCCOc1ccccc1C(=O)NCC(=O)O,-2.0,4,0,-4,0,-14,-2,2,87,0
COC(C[C@@H]1O[C@H]1[C@@H](O)COCc1ccccc1)OC,0.3,16,6,-9,4,4,2,0,100,-3
O=C(NCc1ccc(F)cc1)c1[nH]c(C(F)(F)F)nc1-c1ccccc1,x,x,-4,-2,-2,-5,2,x,97,-6
COC(=O)/C(=C\Nc1ccc(Cl)cc1Cl)NC(=O)c1ccccc1,0.1,-1,-10,x,3,2,0,3,148,1
CS(=O)(=O)N(CC(=O)NCCSCc1cccc(Cl)c1)c1ccccc1F,-1.6,2,-3,6,-2,-2,3,5,93,2
O=C(NNC(=O)c1cc(OCC(F)(F)F)ccc1OCC(F)(F)F)c1ccc(Cl)c(Cl)c1,1.1,2,4,1,6,-5,-14,3,97,1
Cc1cccc(NC(=O)CN2C(=S)NC(C)(C)CC2C)c1C (configuration not stated),-0.8,-8,2,-5,1,8,-3,2,96,0
CCCCNC(=O)c1c[nH]c2ccc(S(=O)(=O)Nc3ccc(OCC)cc3)cc2c1=O,-2.0,16,-8,-6,-1,-6,-3,3,89,-1
Cc1cccc(NC(=O)NNC(=O)COc2ccc3ccccc3c2)c1,0.6,-2,5,x,-1,-2,-3,5,100,3

Later entries.
Structure,MC4R barr agon,PDI turbidity,H9c2 protect,CaV13 ICDI inh,N-glyco inh,HTR2A ag,ABHD5 PLIN5 PPI,MC4R antagonist,ABCB6 inh 2,Granule exo inh
COc1ccc(Cl)cc1C(=O)Nc1ccc(Br)c(C)n1,-0.4,-15,-12,-5,-3,3,-2,6,93,-2
COc1ccc(C(=O)NC2CCN(Cc3ccccc3)C2)cc1S(=O)(=O)N1CCOCC1 (configuration not stated),0.1,16,10,-6,-2,-5,1,13,95,-1
COCCNC(=O)C1CCC(=O)N1S(=O)(=O)c1ccc(C)cc1 (configuration not stated),-0.4,1,-2,-2,1,3,-2,-4,102,-7
CC(C#N)OC(=O)c1cccnc1SCC(=O)Nc1ccc2c(c1)OCO2 (configuration not stated),-1.6,10,0,-9,0,3,1,1,95,3
O=C(O)C1C2C=CC(C2)C1C(=O)N1CCOCC1 (configuration not stated),-0.5,-1,6,-8,1,-5,0,7,81,1
Cc1ccc(NC(=O)c2cccs2)cc1NC(=O)c1cccnc1,-1.6,-5,8,-2,-6,-5,1,7,99,-2
Cc1ccc2cccc(OCc3ccc(F)cc3)c2n1,0.1,-11,2,-5,-1,0,0,-7,99,3
CCCCC(=O)N1CCN(c2nc3ccc(F)cc3s2)CC1,0.5,-5,-13,-6,-7,2,7,4,108,-12
